MEKK2mut PB1 HTS = MEK5 binding signal on mutant MEKK2 PB1, primary screen, biochemical, multiplex bead flow cytometry, Alexa488-MEK5; Alexa488-MEK5 binding to MEKK2 mutant; 290,000 compounds, 0.35% hits; percent response, % at 10 µM; in the data active = percent response above about 24%, passing the limit was not always enough; also: inactives centre near 1; some results filed as inactive read as strong as hits
CRFR2-BP antag = antagonists of CRF-BP/CRF-R2 complex, primary screen, cell-based, HEK293, calcium dye fluorescence, uHTS; CRF-induced calcium fluorescence; inhibition, % at 11.8 µM; 350,000 compounds, 0.59% hits;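 active = inhibition of the ligand-induced calcium signal above about 50% at the single tested concentration, limit read from the data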
MEKK3 PB1 HTS = modulators of MEKK3-MEK5 PB1 binding, primary screen, biochemical, wildtype MEKK3, multiplex bead flow cytometry, Alexa488-MEK5 | binding response (% of control), % at 10 µM | Mitogen-activated protein kinase kinase kinase 3 (Homo sapiens), Q99759 | bead-based flow cytometry, Alexa488-MEK5 binding to MEKK3; actives lie on both sides; 0 = blocked by unlabeled MEK5, 100 = vehicle | 290,000 compounds, 1.4% hits;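 active = binding response more than 3 SD above or below the average of its plate-row segment, actives on both sides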;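 also: Alexa488 bead fluorescence after subtracting the streptavidin-only scavenger bead signal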
Target sequence (Q99759 whole entry, looked up): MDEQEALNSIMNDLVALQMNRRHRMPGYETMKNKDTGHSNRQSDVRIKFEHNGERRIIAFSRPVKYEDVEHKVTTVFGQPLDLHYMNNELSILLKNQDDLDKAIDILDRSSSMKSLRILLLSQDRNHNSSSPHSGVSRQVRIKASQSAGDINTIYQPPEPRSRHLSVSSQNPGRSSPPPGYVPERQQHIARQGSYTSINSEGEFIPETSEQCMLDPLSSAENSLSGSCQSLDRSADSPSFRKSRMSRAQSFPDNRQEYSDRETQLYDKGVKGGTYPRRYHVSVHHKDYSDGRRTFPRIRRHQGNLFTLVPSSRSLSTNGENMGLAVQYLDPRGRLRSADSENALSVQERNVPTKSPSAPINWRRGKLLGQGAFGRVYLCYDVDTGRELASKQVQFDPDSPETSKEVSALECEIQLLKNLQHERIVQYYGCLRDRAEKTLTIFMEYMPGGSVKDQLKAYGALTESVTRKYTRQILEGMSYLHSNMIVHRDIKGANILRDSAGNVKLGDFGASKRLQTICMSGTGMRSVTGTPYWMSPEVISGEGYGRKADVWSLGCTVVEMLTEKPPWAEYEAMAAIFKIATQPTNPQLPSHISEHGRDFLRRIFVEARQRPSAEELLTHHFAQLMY
MEKK2 WT-MEK5 = modulators of MEK5 binding to wildtype MEKK2, primary screen, biochemical, multiplex bead flow cytometry, Alexa488-MEK5. Mitogen-activated protein kinase kinase kinase 2 (Homo sapiens), Q9Y2U5. Alexa488-MEK5 binding to MEKK2 WT; actives lie on both sides. binding response (% of control), % at 10 µM. 290,000 compounds, 1.1% hits. AID 1531, 2009; in the data active = binding response below about 67% or above about 130%
HCV NS3 hel inh = inhibitors of HCV NS3 helicase, primary screen, biochemical, Cy5 molecular beacon fluorescence; Hepatitis C virus NS3 helicase; NS3 helicase DNA unwinding; inhibition, % at 10.9 µM; 290,000 compounds, 0.56% hits;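 active = inhibition above the mean of all tested compounds plus 3 SD, set per campaign, cut at about 35% in these data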;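 also: 0% = DMSO wells and 100% = thioflavine S control wells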
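System: HCV NS3 helicase fragment; control set: DMSO and thioflavine S; technique: Cy5 fluorescence at 0 and 60 min, beacon hairpin quenching; reagent: beacon DNA duplex substrate plus ATP; replicates: singlicate; schedule: 1 h reaction at 25 °C, ATP-initiated; medium: MOPS buffer pH 6.5 with MgCl2, DTT, Tween20, BSA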
CRFR2-BP ag = agonists of CRF-BP/CRF-R2 complex, primary screen, cell-based, HEK293, calcium dye fluorescence, uHTS. 350,000 compounds, 0.46% hits. activation, % at 13.2 µM. calcium dye fluorescence (FLIPR); percent of saturating CRF peptide response. AID 588473, 2011. CRF-binding protein / CRF receptor 2 complex (human);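 active = activation of at least 50%, plus an integration ratio under a set limit after plate pattern correction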;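 also: plate controls were neutral control wells without compound for no effect and CRF at EC100 for full effect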
GalR3 antagonist = GalR3 antagonists in HEK293 cells, primary screen, cell-based, fluorescence readout | HEK293 GalR3-CNG cAMP membrane potential fluorescence; galR3 body fused to GalR1 C-terminus | inhibition, % at 3 µM | 360,000 compounds, 0.44% hits | AID 651719, 2012;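 active = inhibition above the screen-wide average plus 3 SD, cut at about 13% in these data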;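 also: forskolin and galanin both at EC90 stimulate the cells; cAMP rise reported by CNG channel membrane potential dye signal; 0% = forskolin plus galanin with DMSO and 100% = forskolin alone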
Target sequence (O60755 1-299 limits assumed): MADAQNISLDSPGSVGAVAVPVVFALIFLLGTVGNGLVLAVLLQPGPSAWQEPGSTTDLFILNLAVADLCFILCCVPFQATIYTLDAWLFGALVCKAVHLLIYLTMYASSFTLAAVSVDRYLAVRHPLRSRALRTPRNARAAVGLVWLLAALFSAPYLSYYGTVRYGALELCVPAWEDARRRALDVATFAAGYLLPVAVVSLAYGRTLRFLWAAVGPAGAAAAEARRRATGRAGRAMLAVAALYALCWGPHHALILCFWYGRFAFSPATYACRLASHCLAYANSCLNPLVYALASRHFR
FID counter = compounds displacing fluorescent DNA intercalator, primary screen, artefact control for HCV NS3 helicase inhibitor project, biochemical, FID fluorescence. 290,000 compounds, 0.17% hits. inhibition, % at 7.9 µM. DNA fluorescent intercalator displacement; in the data active = inhibition above about 37%;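 also: 0% = vehicle and 100% = reference compound; higher means more ethidium bromide displaced from hairpin DNA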
SUMO HTRF inh = inhibitors of in vitro SUMOylation cascade, primary screen, biochemical, HTRF, uHTS | SUMO-conjugating enzyme UBC9 (Homo sapiens), P63279 | HTRF SUMOylation assay, SAE1/SAE2 + UBC9 | inhibition, % at 35 µM | 290,000 compounds, 0.36% hits | AID 2006, 2009; in the data active = inhibition above about 50%, passing the limit was not always enough; also: strong numbers were not always called active
* = called active by the depositor; . = not tested or not shown.

| Structure | FID counter | SUMO HTRF inh | MEKK3 PB1 HTS | GalR3 antagonist | CRFR2-BP antag | HCV NS3 hel inh | MEKK2mut PB1 HTS | MEKK2 WT-MEK5 | CRFR2-BP ag |
| --- | --- | --- | --- | --- | --- | --- | --- | --- | --- |
| CNC(=S)N/N=C/c1c(C)cccc1Cl | -4.5 | 18.6 | 96.0 | -4.6 | -9.0 | -8.8 | 2.0 | 101.0 | -2.3 |
| CC(=O)NCc1ccc(S(=O)(=O)N2CCN(c3ccccn3)CC2)cc1 | -17.9 | 6.7 | 91.0 | -7.7 | -12.1 | 3.2 | -3.0 | 90.0 | -0.1 |
| COc1cc(CCC(=O)OCC(=O)Nc2c(Cl)cccc2Cl)cc(OC)c1OC | -37.3 | -18.6 | 97.0 | -7.9 | -6.8 | 4.9 | -8.0 | 95.0 | -1.0 |
| CC(=O)c1ccc(NC(=S)N2CCC(Cc3ccccc3)CC2)cc1 | -17.4 | -16.8 | 97.0 | -4.1 | -5.6 | -2.0 | -9.0 | 98.0 | -0.1 |
| O=S(=O)(Nc1cccnc1)c1ccc2c(c1)OCCO2 | -2.5 | 2.8 | 105.0 | -4.0 | -6.3 | -2.0 | 2.0 | 103.0 | 1.1 |
| COc1cccc(NC(=O)CSCC(=O)Nc2ccccc2)c1 | -4.6 | 10.4 | 105.0 | -1.8 | 12.5 | -0.2 | 6.0 | 103.0 | -1.3 |
| COCCNC(=O)CSc1nnc(-c2ccccc2)c(-c2ccccc2)n1 | -17.5 | 11.2 | 105.0 | -1.1 | -4.3 | -1.5 | 0.0 | 98.0 | -1.4 |
| CCc1nc(Nc2cccc(O)c2)c2oc3ccccc3c2n1 | -16.1 | 0.2 | 105.0 | . | -0.9 | 10.3 | 10.0 | 105.0 | 0.1 |
| CC(=O)c1cn(CC(=O)Nc2ccccc2F)c2ccccc12 | -1.5 | -2.4 | 101.0 | -7.3 | -2.7 | 3.6 | -1.0 | 103.0 | -1.0 |
| COc1cccc(CN2CCN(Cc3cc(OC)c(OC)cc3[N+](=O)[O-])CC2)c1 | 9.7 | -23.3 | 101.0 | . | 63.6* | 0.8 | -4.0 | 101.0 | 0.8 |
| CCOC(=O)c1c(NC(=O)C[n+]2ccccc2)sc2c1CCCC2 | 9.2 | 9.7 | 104.0 | -7.4 | 1.6 | -42.1 | -3.0 | 106.0 | 0.0 |
| Cc1nn(CC(=O)NCCc2ccccc2)c(=O)c2ccccc12 | 0.0 | 21.3 | 99.0 | -3.5 | -7.0 | 11.8 | 1.0 | 101.0 | 1.9 |
| CC(=O)Nc1ccc(C(=O)N/N=C(\C)CC(=O)Nc2ccc(OCc3ccccc3)cc2)cc1 | 0.5 | 0.9 | 102.0 | -4.5 | 7.3 | -7.3 | 11.0 | 99.0 | -2.1 |
| Nc1ccc(C(=O)NCc2ccccc2)cc1 | -0.7 | 5.8 | 104.0 | -6.0 | 8.5 | -3.9 | -4.0 | 102.0 | -1.3 |
| COc1ccccc1NC(=O)N1CCOCC1 | -1.2 | 1.1 | 102.0 | -8.8 | 18.2 | -1.4 | 2.0 | 98.0 | -1.5 |
| Cc1ccc2nc(-c3ccccc3Cl)cc(C(=O)Nc3cc(C)on3)c2c1 | -24.9 | -10.6 | 93.0 | 0.4 | -14.2 | -10.3 | -8.0 | 91.0 | 2.7 |
| O=C(Nc1cccc(-c2nnc(-c3ccccc3)o2)c1)c1ccc(Br)o1 | -14.6 | -8.1 | 96.0 | -8.6 | -32.4 | -6.0 | -5.0 | 95.0 | -1.9 |
| COc1cc(C(=O)O)nc(OC)n1 | 0.5 | 20.6 | 107.0 | -5.0 | 21.4 | -0.6 | 6.0 | 103.0 | -2.2 |
| Cc1cccc(/C=N\NC(=O)c2ccccc2-n2cccc2)c1 | -5.9 | 14.4 | 94.0 | -5.8 | 1.8 | -9.3 | -9.0 | 91.0 | -0.4 |
| COc1ccc(-n2c(=O)[nH]cc(C(=O)N3CCc4ccccc43)c2=O)cc1 | -5.9 | -10.6 | 101.0 | -7.2 | -3.5 | 7.0 | 2.0 | 104.0 | 0.3 |
| CC(=O)Nc1sc(C)c(C)c1C(=O)OC(C)C | -5.9 | 2.1 | 100.0 | -3.3 | -27.3 | -7.3 | 0.0 | 98.0 | -6.7 |
| Cc1cccc(C)c1NC(=O)CNC(=O)c1ccncc1 | -0.5 | 6.3 | 104.0 | 1.8 | 0.3 | 1.3 | 3.0 | 107.0 | 0.8 |
| C=CCn1c(SCC(=O)Nc2nncs2)nnc1-c1ccco1 | -8.4 | -5.6 | 100.0 | -6.1 | 0.6 | -2.1 | -4.0 | 99.0 | -1.0 |
| Cc1ccc(C)c(N2CCN(C(=O)CCS(=O)(=O)c3ccc4c(c3)NC(=O)CO4)CC2)c1 | -57.7 | 20.5 | 105.0 | -9.3 | -0.3 | 12.0 | 5.0 | 103.0 | -1.2 |
| CCC(C)NC(=O)c1ccc(CSCc2ccccc2Cl)o1 (centres undefined) | -29.4 | 16.9 | 105.0 | -7.3 | 11.5 | 4.9 | 8.0 | 105.0 | -2.6 |

(more compounds)
| Structure | FID counter | SUMO HTRF inh | MEKK3 PB1 HTS | GalR3 antagonist | CRFR2-BP antag | HCV NS3 hel inh | MEKK2mut PB1 HTS | MEKK2 WT-MEK5 | CRFR2-BP ag |
| --- | --- | --- | --- | --- | --- | --- | --- | --- | --- |
| CC(C)Cn1nc(C(=O)OCC(=O)NCC(F)(F)F)c2ccccc2c1=O | -7.3 | -7.9 | 93.0 | -5.3 | 2.0 | 9.3 | -9.0 | 89.0 | 0.6 |
| COc1ccc([N+](=O)[O-])cc1C(=O)Nc1ccc(OCC(=O)N2CCOCC2)cc1 | -5.0 | 20.2 | 104.0 | -0.6 | 43.2 | 0.3 | 2.0 | 98.0 | -0.6 |
| Cc1nc2ccc(NC(=S)NCc3ccccc3)cc2nc1C | -0.2 | 10.1 | 101.0 | -9.3 | -7.6 | -0.1 | -3.0 | 95.0 | 3.8 |
| COc1ccc(NC(=O)C2=CC(c3ccc(C)cc3)=NS(=O)(=O)N2C)cc1OC | -19.7 | -16.0 | 102.0 | . | -48.8 | -17.3 | 2.0 | 107.0 | -1.0 |
| CCn1nc(NC(=O)c2cccs2)c2cc3ccccc3nc21 | -12.7 | 30.1 | 81.0 | -4.3 | -22.7 | -9.7 | -1.0 | 88.0 | -0.2 |
| CN(C(=O)C1CCOC1)c1nnc(-c2ccccn2)s1 (centres undefined) | 0.3 | 3.2 | 100.0 | 2.9 | -16.1 | 2.1 | -2.0 | 101.0 | 2.7 |
| O=C(Nc1ccnn1C1CCN(C(=O)c2ccc(Cl)cc2)CC1)C1CC1 | -5.9 | 19.8 | 104.0 | -1.8 | 14.8 | -2.2 | 8.0 | 110.0 | 0.3 |
| C=CCN1C(=O)C(CC(=O)Nc2ccc(OC)cc2)SC1=Nc1ccc(S(N)(=O)=O)cc1 (centres undefined) | -9.4 | -1.7 | 98.0 | -3.0 | -10.2 | 2.9 | 7.0 | 104.0 | 0.2 |
| O=C(CCC(=O)OCC(=O)c1ccc(F)cc1)NC1CCCCC1 | -9.2 | 4.1 | 100.0 | -2.9 | -4.4 | 2.6 | 2.0 | 103.0 | 0.0 |
| COc1ccc(Cl)cc1NC(=O)Nc1ccccc1SC | -0.7 | 0.5 | 54.0 | . | 3.7 | 2.5 | -12.0 | 66.0 | 0.2 |
| O=C(c1ccccc1F)N1CCN(S(=O)(=O)c2ccc3ccccc3c2)CC1 | -20.9 | -3.6 | 103.0 | -3.0 | 16.7 | -6.0 | 6.0 | 105.0 | 0.3 |
| O=Cc1cc(Br)c(OC(=O)N2CCOCC2)c(Br)c1 | -3.8 | 17.1 | 107.0 | -9.2 | -10.3 | -15.9 | 2.0 | 104.0 | 5.0 |
| CC(=O)N1CC=C2C(C#N)=C(N)C(C#N)(C#N)C(C)C2C1 (centres undefined) | -7.3 | 32.7 | 100.0 | -1.1 | 8.2 | -6.3 | 0.0 | 100.0 | 0.4 |
| CCn1c(SCC(=O)N2CCOCC2)nc2sc3c(c2c1=O)CCCC3 | -17.0 | 12.4 | 105.0 | -2.0 | 3.7 | 13.2 | 7.0 | 108.0 | -2.3 |

Reformatted: entries from further up.
CN(C(=O)C1CCOC1)c1nnc(-c2ccccn2)s1 (centres undefined)
  FID counter = 0.3 | SUMO HTRF inh = 3.2 | MEKK3 PB1 HTS = 100.0 | GalR3 antagonist = 2.9 | CRFR2-BP antag = -16.1 | HCV NS3 hel inh = 2.1 | MEKK2mut PB1 HTS = -2.0 | MEKK2 WT-MEK5 = 101.0 | CRFR2-BP ag = 2.7
CC(=O)N1CC=C2C(C#N)=C(N)C(C#N)(C#N)C(C)C2C1 (centres undefined)
  FID counter = -7.3 | SUMO HTRF inh = 32.7 | MEKK3 PB1 HTS = 100.0 | GalR3 antagonist = -1.1 | CRFR2-BP antag = 8.2 | HCV NS3 hel inh = -6.3 | MEKK2mut PB1 HTS = 0.0 | MEKK2 WT-MEK5 = 100.0 | CRFR2-BP ag = 0.4
O=Cc1cc(Br)c(OC(=O)N2CCOCC2)c(Br)c1
  FID counter = -3.8 | SUMO HTRF inh = 17.1 | MEKK3 PB1 HTS = 107.0 | GalR3 antagonist = -9.2 | CRFR2-BP antag = -10.3 | HCV NS3 hel inh = -15.9 | MEKK2mut PB1 HTS = 2.0 | MEKK2 WT-MEK5 = 104.0 | CRFR2-BP ag = 5.0
O=C(Nc1ccnn1C1CCN(C(=O)c2ccc(Cl)cc2)CC1)C1CC1
  FID counter = -5.9 | SUMO HTRF inh = 19.8 | MEKK3 PB1 HTS = 104.0 | GalR3 antagonist = -1.8 | CRFR2-BP antag = 14.8 | HCV NS3 hel inh = -2.2 | MEKK2mut PB1 HTS = 8.0 | MEKK2 WT-MEK5 = 110.0 | CRFR2-BP ag = 0.3

Assay outcomes deposited in PubChem by several laboratories.

This is a subset. The share of hits here may be higher or lower than overall.
